NR2E3 ag-1: human photoreceptor-specific nuclear receptor agonism; Q9Y5X4; CHO-S Gal4-NCOR/VP16-NR2E3 two-hybrid, luciferase; inhibition of corepressor binding, % at 3.98 µM; actives 0.35% (n = 360,000); AID 602229;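 active = inhibition above the mean of all tested compounds plus 3 SD, cut at about 70% in these data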;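 also: 0% = DMSO with NR2E3 transfected cells and 100% = cells lacking NR2E3 construct; higher means lower luciferase signal from less NR2E3 corepressor binding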
Target sequence (Q9Y5X4 whole entry, looked up, the tested form may be a part): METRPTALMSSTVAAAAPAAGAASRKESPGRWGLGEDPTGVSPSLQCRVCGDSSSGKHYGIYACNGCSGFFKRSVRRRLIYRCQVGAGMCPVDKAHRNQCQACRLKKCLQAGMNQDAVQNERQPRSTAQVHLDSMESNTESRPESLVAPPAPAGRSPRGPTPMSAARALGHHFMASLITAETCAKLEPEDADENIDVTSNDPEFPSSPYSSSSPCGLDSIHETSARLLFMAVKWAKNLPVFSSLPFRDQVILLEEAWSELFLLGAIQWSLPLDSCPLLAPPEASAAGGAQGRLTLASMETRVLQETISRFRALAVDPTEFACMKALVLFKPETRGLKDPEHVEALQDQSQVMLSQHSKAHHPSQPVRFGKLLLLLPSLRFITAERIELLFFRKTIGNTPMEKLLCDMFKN
Peg3 promoter: inhibitors of Peg3 promoter; inhibition, % at 20 µM; HeLa PEG-Prom luciferase reporter, luminescence, overnight; actives 1.7% (n = 360,000);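 active = inhibition of at least 50% at 20 µM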
hiPSC survival: hiPSC single-cell survival enhancement. ATPlite luminescence; 100% = ROCK inhibitor wells, 0% = DMSO. survival enhancement, % at 20 µM. actives 0.044% (n = 360,000). AID 602274; in the data active = survival enhancement above about 18%;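 also: cells exposed to compounds for 16 hours before the ATP read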
NR2E3 ag-2: activates human photoreceptor nuclear receptor NR2E3; actives 0.12% (n = 320,000); Q9Y5X4; AID 2300; inhibition of corepressor binding, % at 4.78 µM; GST-NR2E3/biotin-RetCOR TR-FRET, 1536-well;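 active = percent inhibition above the cutoff of mean plus 3 SD of all tested compounds, set per screening campaign, cut at about 20% in these data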;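 also: 0% = DMSO wells and 100% = biotin wells as full block of FRET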
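System: GST-tagged NR2E3 plus biotinylated RetCOR corepressor; Buffer or medium: pH 7.5 Tris-based buffer; Probe or stimulus: RetCOR corepressor, biotinylated, 7 nM; Doses: compound at 4.8 µM, single dose; Schedule: 5 h incubation at 4 °C; Technique: time-resolved FRET; Evaluation: percent inhibition of TR-FRET ratio; Replication: one well per compound, singlicate testing.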
CF NFkB inh: blocks PAF-induced NF-kB reporter in cystic fibrosis cells; KKLEB NF-kB-GFP reporter, GFP fluorescence overnight; inhibition, % at 5 µM; actives 0.86% (n = 360,000); AID 588850;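 active = at least 50% inhibition at 5 µM, scaled per plate between neutral and stimulator controls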;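 also: PAF is a Pseudomonas aeruginosa culture filtrate used as stimulus; plate controls were PAF-stimulated DMSO wells for no effect and unstimulated DMSO wells for full effect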
KKLEB tox: reduces viability of KKLEB cystic fibrosis airway cells; KKLEB CF airway cells viability, ATPlite luminescence, overnight; hits give low values; cells stimulated with P. aeruginosa culture filtrate; activity change (cytotoxicity), % at 5 µM; actives 0.36% (n = 360,000);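 active = corrected activity change at or below -50% at 5 µM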
TRPM1 prom inh: reduces MITF-dependent TRPM1 promoter luciferase signal. SK-MEL-5 TRPM1 promoter luciferase, 24 h. inhibition, % at 12.5 µM. actives 0.83% (n = 330,000);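 active = mean inhibition across replicates of 60% or more, whatever share of single replicates reaches that level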; also: values of inactives mirror those of a sister screen read the other way
C8 TRAIL sens: sensitizes caspase-8 expressing cells to TRAIL | inhibition (viability loss, TRAIL sensitization), % at 10 µM | actives 1% (n = 360,000) | NB7+C8 cells + TRAIL, ATPlite viability luminescence;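 active = compounds causing at least 50% loss of cell viability in the single-dose screen, relative to plate controls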
HIF-2a inh: HIF-2a inhibition. inhibition, % at 18.8 µM. 786-0 RCC cells HIF-2a reporter, luciferase luminescence, overnight. actives 0.72% (n = 360,000);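 active = inhibition of the luminescence signal of 40% or more relative to plate controls, in a single-dose primary screen at 18.75 µM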
LMP1 NFkB inh: reduces LMP1-driven NF-kappaB luciferase signal | LMP1-induced NF-kappaB luciferase reporter cells, luminescence | inhibition, % at 12.5 µM | actives 0.69% (n = 350,000) | AID 504558; in the data active = inhibition above about 41%;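 also: 0% = neutral control wells and 100% = reference inhibitor control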
Shn3 inh set2: reduces Shn3 3'UTR luciferase signal in osteoblasts; Clone20 osteoblast Shn3 3'UTR firefly luciferase, 24 h; inhibition, % at 12.5 µM; actives 0.52% (n = 360,000); AID 588674;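 active = mean inhibition of at least 75% with every replicate also reaching 75%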;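 also: 0% = median of neutral control wells and 100% = pilot-screen positive control compound; some compounds past the cut are filed as inactive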
The depositor's hits bear a star. A portion of the library, so the mix of outcomes need not match the whole.

For O=C(COC(=O)c1c(F)cccc1Cl)NC1CCCCC1 the results were NR2E3 ag-1 -8, Peg3 promoter -260, hiPSC survival -0.4, CF NFkB inh -13, KKLEB tox 14, TRPM1 prom inh -83, C8 TRAIL sens 9, HIF-2a inh -196, LMP1 NFkB inh -32 and Shn3 inh set2 -33.
CCSc1nnc(C)c(=O)n1COC(=O)c1ccc(S(=O)(=O)N2CCCC2)cc1 was read as NR2E3 ag-1 -16, Peg3 promoter 21, hiPSC survival -0.5, NR2E3 ag-2 3, CF NFkB inh -5, KKLEB tox -4, TRPM1 prom inh -5, C8 TRAIL sens 0, HIF-2a inh 17, LMP1 NFkB inh -2 and Shn3 inh set2 -16.
For O=C(Nc1sc2c(c1C(=O)O)CCC2)c1ccc(F)cc1 the results were NR2E3 ag-1 -83, Peg3 promoter -100, hiPSC survival -1.4, NR2E3 ag-2 0, CF NFkB inh 3, KKLEB tox -4, TRPM1 prom inh -20, C8 TRAIL sens 12, HIF-2a inh -152, LMP1 NFkB inh -5 and Shn3 inh set2 -18.
Screening CCOC(=O)c1cc(C(=O)OCC)c(=O)[nH]c1N1CCCC1 returned NR2E3 ag-1 20, Peg3 promoter 6, hiPSC survival 3.5, NR2E3 ag-2 -1, CF NFkB inh 2, KKLEB tox 10, TRPM1 prom inh 17, C8 TRAIL sens -5, HIF-2a inh 20, LMP1 NFkB inh 2 and Shn3 inh set2 -14.
For CCOc1ccc(C=NNC(=O)c2ccc(-n3cnnn3)cc2)cc1 the results were NR2E3 ag-1 -17, Peg3 promoter 0, hiPSC survival -0.2, CF NFkB inh 24, KKLEB tox 15, TRPM1 prom inh -16, C8 TRAIL sens 15, HIF-2a inh -13, LMP1 NFkB inh 10 and Shn3 inh set2 13.
Screening O=C(O)COc1ccc(/C=N/NC(=O)c2cn(-c3ccccc3)nc2-c2ccccc2)cc1 returned NR2E3 ag-1 -35, Peg3 promoter -32, hiPSC survival -0.2, NR2E3 ag-2 -6, CF NFkB inh 6, KKLEB tox -7, TRPM1 prom inh 8, C8 TRAIL sens -12, HIF-2a inh 0, LMP1 NFkB inh 8 and Shn3 inh set2 7.
`Clc1cccc(CSc2ncn(-c3ccccc3)n2)c1` gave NR2E3 ag-1 -38, Peg3 promoter -157, hiPSC survival 1.6, NR2E3 ag-2 3, CF NFkB inh -3, KKLEB tox 14, TRPM1 prom inh -52, C8 TRAIL sens 21, HIF-2a inh -237, LMP1 NFkB inh -15 and Shn3 inh set2 -67.
O=C(NCC1CC1)Nc1ccccc1F was read as NR2E3 ag-1 -9, Peg3 promoter -16, hiPSC survival -0.1, NR2E3 ag-2 -4, CF NFkB inh 19, KKLEB tox -3, TRPM1 prom inh -51, C8 TRAIL sens -6, HIF-2a inh -29 and Shn3 inh set2 19.
`CN(C)c1ccc(/C=N/N(Cc2ccccc2)c2ccccc2)cc1` gave NR2E3 ag-1 -5, Peg3 promoter -4, hiPSC survival -0.6, NR2E3 ag-2 1, CF NFkB inh -7, KKLEB tox 19, TRPM1 prom inh 9, C8 TRAIL sens -4, HIF-2a inh -24, LMP1 NFkB inh -3 and Shn3 inh set2 -4.
CC1(C)CCC(=NNC(N)=S)CC1 was read as NR2E3 ag-1 0, Peg3 promoter -7, hiPSC survival 6.0, CF NFkB inh -13, KKLEB tox 7, TRPM1 prom inh -7, C8 TRAIL sens -1, HIF-2a inh -3, LMP1 NFkB inh -9 and Shn3 inh set2 -12.
Screening COc1ccc(C(=O)N(C)Cc2ccccn2)cc1OC1CCN(C(C)C)CC1 returned NR2E3 ag-1 -16, Peg3 promoter 14, hiPSC survival 0.1, NR2E3 ag-2 1, CF NFkB inh 11, KKLEB tox -2, TRPM1 prom inh 4, C8 TRAIL sens -18, HIF-2a inh 4, LMP1 NFkB inh -6 and Shn3 inh set2 -57.
`CCOC(=O)/C(=C\c1ccc([N+](=O)[O-])o1)NC(=O)c1ccccc1` gave NR2E3 ag-1 3, Peg3 promoter 5, hiPSC survival -0.8, NR2E3 ag-2 -4, CF NFkB inh 3, KKLEB tox 0, TRPM1 prom inh 42, C8 TRAIL sens 14, HIF-2a inh 7, LMP1 NFkB inh 0 and Shn3 inh set2 -3.
Screening Cc1nc(CNC(=O)CC2C(=O)NCCN2Cc2cccc(Oc3ccccc3)c2)cs1 (centres undefined) returned NR2E3 ag-1 -34, Peg3 promoter 22, hiPSC survival 2.0, NR2E3 ag-2 -4, CF NFkB inh 6, KKLEB tox 2, TRPM1 prom inh 5, C8 TRAIL sens 0, HIF-2a inh 19, LMP1 NFkB inh 2 and Shn3 inh set2 4.
`CC1(C)CC(=O)C2=C(C1)OC(N)=C(C#N)C2c1cccc(OC(=O)c2ccco2)c1` (centres undefined) gave NR2E3 ag-1 7, Peg3 promoter 2, hiPSC survival 0.6, NR2E3 ag-2 -3, CF NFkB inh -18, KKLEB tox -13, TRPM1 prom inh 5, C8 TRAIL sens 2, HIF-2a inh -14, LMP1 NFkB inh -2 and Shn3 inh set2 27.
For CCCC(=O)OCC(=O)NC1CCCc2ccccc21 (centres undefined) the results were NR2E3 ag-1 11, Peg3 promoter 1, hiPSC survival -0.2, NR2E3 ag-2 1, CF NFkB inh -17, KKLEB tox 8, TRPM1 prom inh 12, C8 TRAIL sens -8, HIF-2a inh 13, LMP1 NFkB inh -13 and Shn3 inh set2 11.

Molecules from the list above with a COOH group, in the order listed:
For O=C(Nc1sc2c(c1C(=O)O)CCC2)c1ccc(F)cc1 the results were NR2E3 ag-1 -83, Peg3 promoter -100, hiPSC survival -1.4, NR2E3 ag-2 0, CF NFkB inh 3, KKLEB tox -4, TRPM1 prom inh -20, C8 TRAIL sens 12, HIF-2a inh -152, LMP1 NFkB inh -5 and Shn3 inh set2 -18.
Screening O=C(O)COc1ccc(/C=N/NC(=O)c2cn(-c3ccccc3)nc2-c2ccccc2)cc1 returned NR2E3 ag-1 -35, Peg3 promoter -32, hiPSC survival -0.2, NR2E3 ag-2 -6, CF NFkB inh 6, KKLEB tox -7, TRPM1 prom inh 8, C8 TRAIL sens -12, HIF-2a inh 0, LMP1 NFkB inh 8 and Shn3 inh set2 7.

Other results
Screening CCO[C@@H]1OC(C(=O)NC2CC2)=C[C@H](c2c[nH]c3ccccc23)[C@H]1CCCO returned NR2E3 ag-1 7, Peg3 promoter 10, hiPSC survival 0.1, NR2E3 ag-2 0, CF NFkB inh 18, KKLEB tox -23, TRPM1 prom inh 14, C8 TRAIL sens -17, HIF-2a inh 17, LMP1 NFkB inh -11 and Shn3 inh set2 0.
For CCc1ccccc1NC(=S)NCCSc1ccc(Cl)cc1 the results were NR2E3 ag-1 -2, Peg3 promoter 26, hiPSC survival -0.7, NR2E3 ag-2 -2, CF NFkB inh 5, KKLEB tox 6, TRPM1 prom inh 4, C8 TRAIL sens -6, HIF-2a inh 13, LMP1 NFkB inh -3 and Shn3 inh set2 3.
For O=C(/C=C/c1ccc2ccccc2n1)c1cc(Br)ccc1O the results were NR2E3 ag-1 -100, Peg3 promoter -134, hiPSC survival -0.5, NR2E3 ag-2 1, CF NFkB inh -2, KKLEB tox 15, TRPM1 prom inh -16, C8 TRAIL sens 1, HIF-2a inh -170, LMP1 NFkB inh -47 and Shn3 inh set2 -52.
For CC(C)Cc1nnc(NC(=O)CCC(=O)Nc2ccccc2F)s1 the results were NR2E3 ag-1 -11, Peg3 promoter 5, hiPSC survival -0.1, NR2E3 ag-2 -4, CF NFkB inh -8, KKLEB tox 18, TRPM1 prom inh -3, C8 TRAIL sens -8, HIF-2a inh 5, LMP1 NFkB inh -6 and Shn3 inh set2 -68.
`C=C(C)COc1ccc(-c2[nH]ncc2-c2ccccc2)c(O)c1` gave NR2E3 ag-1 15, Peg3 promoter 12, hiPSC survival -2.4, NR2E3 ag-2 0, CF NFkB inh 6, KKLEB tox -2, TRPM1 prom inh 9, C8 TRAIL sens -1, HIF-2a inh 14, LMP1 NFkB inh 1 and Shn3 inh set2 29.
NC(=O)CC(NC(=O)Cc1cccc2ccccc12)c1ccc(N2CCN(c3ccccc3)CC2)c([N+](=O)[O-])c1 (centres undefined) was read as NR2E3 ag-1 5, Peg3 promoter 6, hiPSC survival 0.5, NR2E3 ag-2 4, CF NFkB inh 4, KKLEB tox 4, TRPM1 prom inh -4, C8 TRAIL sens -13, HIF-2a inh 14, LMP1 NFkB inh -7 and Shn3 inh set2 5.
Screening O=C(c1ccccc1Br)N1CCN(c2ccc([N+](=O)[O-])c(N3CCOCC3)c2)CC1 returned NR2E3 ag-1 -12, Peg3 promoter 19, hiPSC survival 4.3, NR2E3 ag-2 2, CF NFkB inh -9, KKLEB tox -22, TRPM1 prom inh 14, C8 TRAIL sens -7, HIF-2a inh 5, LMP1 NFkB inh -10 and Shn3 inh set2 19.
Screening CCCOc1ccc(C(O)C(CN2CCOCC2)c2ccccc2)cc1 (centres undefined) returned NR2E3 ag-1 11, Peg3 promoter 18, hiPSC survival 2.0, NR2E3 ag-2 2, CF NFkB inh -7, KKLEB tox 9, TRPM1 prom inh 1, C8 TRAIL sens 5, HIF-2a inh 12, LMP1 NFkB inh 9 and Shn3 inh set2 6.
For O=C(N/C(=C\c1cccc([N+](=O)[O-])c1)C(=O)N1CCOCC1)c1cccc(Br)c1 the results were NR2E3 ag-1 -28, Peg3 promoter 26, hiPSC survival -0.4, NR2E3 ag-2 2, CF NFkB inh -12, KKLEB tox -5, TRPM1 prom inh 3, C8 TRAIL sens 9, HIF-2a inh 5, LMP1 NFkB inh -7 and Shn3 inh set2 11.
CC(=O)Nc1ccc(NC(=O)CSc2ncnc3c2cnn3Cc2ccccc2)cc1 was read as NR2E3 ag-1 -18, Peg3 promoter 6, hiPSC survival -0.5, NR2E3 ag-2 0, CF NFkB inh -10, KKLEB tox -1, C8 TRAIL sens -10, HIF-2a inh 0 and Shn3 inh set2 -10.

Two records picked at random from the list so far, as already listed:
CC1(C)CCC(=NNC(N)=S)CC1 was read as NR2E3 ag-1 0, Peg3 promoter -7, hiPSC survival 6.0, CF NFkB inh -13, KKLEB tox 7, TRPM1 prom inh -7, C8 TRAIL sens -1, HIF-2a inh -3, LMP1 NFkB inh -9 and Shn3 inh set2 -12.
`CN(C)c1ccc(/C=N/N(Cc2ccccc2)c2ccccc2)cc1` gave NR2E3 ag-1 -5, Peg3 promoter -4, hiPSC survival -0.6, NR2E3 ag-2 1, CF NFkB inh -7, KKLEB tox 19, TRPM1 prom inh 9, C8 TRAIL sens -4, HIF-2a inh -24, LMP1 NFkB inh -3 and Shn3 inh set2 -4.

High-throughput results from PubChem.
